STAT1 blocker: reduces IFN-gamma driven STAT1 reporter signal. NIH 3T3 STAT1-luciferase reporter, luminescence. inhibition, % at 5.5 µM. 200,000 tested, 0.35% active;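 active means inhibition above a set limit, the mean inhibition across all tested compounds plus 3 SD, cut at about 34% in these data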;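 further: 0% = IFN-gamma with DMSO and 100% = IFN-gamma with 300 µM nifuroxazide; values of inactives mirror those of a sister screen read the other way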
NF-kB neuron act: NF-kB expression increase, human neuronal cells. NF-kB reporter expression; active compounds read high. fold change at 12.5 µM. 190,000 tested, 1.6% active; in the data active means fold change above about 3.3
APP 5'UTR act: APP 5'UTR luciferase reporter activation; SH-SY5Y APP 5'UTR luciferase reporter, luminescence; zero percent = DMSO vehicle wells; activation, % at 2 µM; 190,000 tested, 1% active; AID 1276;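 active means activation above a set limit, based on mean plus 3 SD of controls, cut at about 140% in these data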; further: values of inactives mirror those of a sister screen read the other way
FLuc inh counter: Photinus pyralis luciferase inhibition counter-screen; ATPLite firefly luciferase biochemical luminescence, 10 min; AID 1006; inhibition, % at 10 µM; 200,000 tested, 1.5% active;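 active means inhibition above about 50% when tested at 10 µM, limit read from the data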
Target sequence (P08659 whole entry, looked up): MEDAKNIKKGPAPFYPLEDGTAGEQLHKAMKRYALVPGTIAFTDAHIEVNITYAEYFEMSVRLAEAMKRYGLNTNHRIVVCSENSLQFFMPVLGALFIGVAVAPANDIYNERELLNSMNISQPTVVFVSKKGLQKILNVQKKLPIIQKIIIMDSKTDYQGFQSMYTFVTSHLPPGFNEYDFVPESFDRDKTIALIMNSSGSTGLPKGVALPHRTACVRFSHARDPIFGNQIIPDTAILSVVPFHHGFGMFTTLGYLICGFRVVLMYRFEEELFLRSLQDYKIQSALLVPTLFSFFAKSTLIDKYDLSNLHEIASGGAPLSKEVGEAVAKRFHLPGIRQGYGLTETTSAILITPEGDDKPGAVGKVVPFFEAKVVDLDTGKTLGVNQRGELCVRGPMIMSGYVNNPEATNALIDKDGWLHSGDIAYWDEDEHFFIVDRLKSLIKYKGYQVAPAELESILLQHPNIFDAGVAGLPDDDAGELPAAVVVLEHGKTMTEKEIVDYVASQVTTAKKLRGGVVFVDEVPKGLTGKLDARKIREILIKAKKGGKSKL
ROMK primary: modulates human ROMK potassium channel activity; 130,000 tested, 2% active; AID 1918; Tet-inducible ROMK, thallium flux fluorescence; actives lie on both sides; B-score at 10 µM;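 active means signal ratio slope over the read window, or its plate-corrected B-score, at least 3 SD from the plate mean, either direction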;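 further: B-score of the F/F0 ratio slope over 7 to 12 s after thallium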
Target sequence (P48048 whole entry, looked up): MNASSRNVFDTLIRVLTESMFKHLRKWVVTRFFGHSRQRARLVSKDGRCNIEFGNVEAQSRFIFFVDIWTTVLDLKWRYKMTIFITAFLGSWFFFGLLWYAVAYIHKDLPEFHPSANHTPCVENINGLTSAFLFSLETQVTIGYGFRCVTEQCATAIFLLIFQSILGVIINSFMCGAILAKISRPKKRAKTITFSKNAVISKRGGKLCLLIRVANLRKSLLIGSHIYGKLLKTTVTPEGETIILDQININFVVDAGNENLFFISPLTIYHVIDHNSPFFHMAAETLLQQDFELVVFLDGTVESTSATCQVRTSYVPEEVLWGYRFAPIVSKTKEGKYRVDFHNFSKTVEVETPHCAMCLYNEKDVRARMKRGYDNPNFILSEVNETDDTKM
STAT1 act: increases IFN-gamma driven STAT1 reporter signal; NIH 3T3 STAT1-luciferase reporter, luminescence; 100% = IFN-gamma alone, no compound; activation (% of control), % at 5.5 µM; 200,000 tested, 2.6% active; AID 932;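 active means activation above the screen-wide mean activation plus 3 SD, cut at about 130% in these data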;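 further: raw ratio to IFN-gamma control signal so 100% means no change and 0% no light; values of inactives mirror those of a sister screen read the other way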
STAT3 activator: increases IL-6 driven STAT3 reporter signal | 190,000 tested, 0.91% active | activation (% of control), % at 5.6 µM | AID 871 | U3A cells, IL-6 STAT3-luciferase reporter, luminescence; 100% = signal with IL-6 EC80 alone;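 active means activation above the screen-wide mean of compound activation plus 3 SD, cut at about 130% in these data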;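 further: 0% = background luminescence of wells with medium and substrate only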
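Material: human STAT1-deficient U3A cells with stable STAT3-luciferase reporter / Probe or stimulus: IL-6 stimulus at 33 ng/mL final / Schedule: 1 h compound pre-exposure, 6 h IL-6 stimulation, 37 °C / Technique: luminescence / Read-out basis: percent of IL-6-only median luminescence / Control set: IL-6-only high control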
FLuc act counter: firefly luciferase counter-screen for stimulation assays; 200,000 tested, under 10 active; P08659; activation factor at 10 µM; ATPlite luciferase biochemical, luminescence, 10 min; 0 = ATP-free wells, 1 = DMSO control;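 active means luciferase activation factor, scaled between plate controls, of at least 2 with compound at 10 µM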
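System: Luciferase/luciferin detection reagent, cell-free biochemical luciferase assay | Medium: PBS buffer for ATP | Dosing: Test compounds dosed from 2 mM stocks in 100% DMSO | Timing: 10 min at ambient temperature | Signal: Luminescence measurement of luciferase light output | Evaluation: Luciferase activation, seen as luminescence increase over controls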
STAT3 blocker: reduces IL-6 driven STAT3 reporter signal; U3A cells, IL-6 STAT3-luciferase reporter, luminescence; host cell line lacks STAT1; inhibition, % at 5.5 µM; 190,000 tested, 0.89% active;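 active means inhibition above the mean inhibition across all screened compounds plus 3 SD, cut at about 44% in these data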;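 further: 0% = DMSO only wells and 100% = 100 µM nifuroxazide control wells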
APP transl inh: APP translation inhibition; SH-SY5Y APP 5'UTR-luciferase reporter, luminescence; inhibition, % at 2 µM; 190,000 tested, 0.82% active; AID 1285;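 active means inhibition above a set limit, derived from the sample mean plus 3 SD, cut at about 45% in these data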; further: values of inactives mirror those of a sister screen read the other way
* hit, by the source's call; nt = not tested or not shown.

SMILES | STAT1 blocker | NF-kB neuron act | APP 5'UTR act | FLuc inh counter | ROMK primary | STAT1 act | STAT3 activator | FLuc act counter | STAT3 blocker | APP transl inh
COc1nc(N(C)C)nc(N(OC)S(=O)(=O)c2ccccc2Cl)n1 | 0 | 0.99 | 7 | -4 | 0.46 | 98 | 102 | 1 | 2 | -8
N/C(=N\OC(=O)C1CCCCC1)c1ccncc1 | -11 | 1.3 | -14 | 10 | 0.78 | 108 | 100 | 0.9 | 2 | 14
CCOc1cccc2c1OC1(C)CC2NC(=O)N1c1cccc(F)c1 (configuration not stated) | 7 | 0.91 | 4 | -8 | nt | 93 | 107 | 1.1 | -3 | -4
CCC(C)NC(=O)C1CCN(c2nc(C)cc(C)n2)CC1 (configuration not stated) | 3 | 1 | -4 | -3 | nt | 97 | 109 | 1 | 1 | 4
O=C1CC(c2ccccc2)n2ncnc2N1 (configuration not stated) | 2 | 1.1 | -8 | -5 | nt | 98 | 96 | 1 | 8 | 8
CCC(OC(=O)c1nsc(Cl)c1Cl)C(=O)NCCOC (configuration not stated) | -5 | 0.94 | 16 | -4 | -0.073 | 103 | 101 | 1 | 6 | -16
CCSc1nnc(NC(=O)c2cc(OC)c(OC)c(OC)c2)s1 | 8 | 1.1 | -2 | -8 | 0.91 | 92 | 90 | 1.1 | 16 | 2
CCCCn1c(SCc2cc(=O)[nH]c3ccccc23)nc2c1c(=O)n(C)c(=O)n2C | 12 | 1.1 | -4 | -1 | nt | 88 | 96 | 1 | 10 | 4
CCCCN(C(=O)CNC(=O)c1ccco1)C(C(=O)NC1CCCC1)c1ccc(OC)cc1 (configuration not stated) | 3 | 1.2 | -5 | -6 | 0.7 | 97 | 98 | 1.1 | 0 | 5
COc1cc([N+](=O)[O-])c(C(=O)N2CCOCC2)c([N+](=O)[O-])c1 | 11 | 1.1 | 6 | -5 | -0.49 | 92 | 95 | 1 | 3 | -6
CC(C)(C)c1cc(CN2CCN(CCO)CC2)cc(C(C)(C)C)c1O | 13 | 1.1 | -7 | 2 | -0.39 | 88 | 89 | 1 | 17 | 7
COc1cccc2c1C(=O)O/C2=C/c1ccc2c(c1)OCO2 | -5 | 3.3 | 76 | 85* | -0.25 | 105 | 66 | 0.2 | 40 | -76
CCC(=O)Nc1nonc1-c1nc2ccccc2n1CCC(C)C | 4 | 1 | 1 | -2 | 0.22 | 96 | 103 | 1 | -1 | -1
C=C(C)C(=O)NNc1ccccc1 | -8 | 1.3 | 2 | -6 | -0.059 | 106 | 96 | 1.1 | 6 | -2
O=S(=O)(NC1CC1)c1ccc(S(=O)(=O)N2CCCC3(CCCCC3)C2)cc1 | 4 | 0.97 | 7 | -7 | -0.09 | 96 | 103 | 1.1 | -2 | -7

Some of the entries so far, tab-delimited.
SMILES	STAT1 blocker	NF-kB neuron act	APP 5'UTR act	FLuc inh counter	ROMK primary	STAT1 act	STAT3 activator	FLuc act counter	STAT3 blocker	APP transl inh
O=C1CC(c2ccccc2)n2ncnc2N1 (configuration not stated)	2	1.1	-8	-5	nt	98	96	1	8	8
CCC(OC(=O)c1nsc(Cl)c1Cl)C(=O)NCCOC (configuration not stated)	-5	0.94	16	-4	-0.073	103	101	1	6	-16
CCSc1nnc(NC(=O)c2cc(OC)c(OC)c(OC)c2)s1	8	1.1	-2	-8	0.91	92	90	1.1	16	2
CCCCn1c(SCc2cc(=O)[nH]c3ccccc23)nc2c1c(=O)n(C)c(=O)n2C	12	1.1	-4	-1	nt	88	96	1	10	4
CCCCN(C(=O)CNC(=O)c1ccco1)C(C(=O)NC1CCCC1)c1ccc(OC)cc1 (configuration not stated)	3	1.2	-5	-6	0.7	97	98	1.1	0	5

(continued)
SMILES | STAT1 blocker | NF-kB neuron act | APP 5'UTR act | FLuc inh counter | ROMK primary | STAT1 act | STAT3 activator | FLuc act counter | STAT3 blocker | APP transl inh
CC(C)OC(=O)CSc1nnc(-c2cnccn2)n1-c1ccccc1 | 6 | 1.1 | -2 | -4 | nt | 95 | 105 | 1 | -2 | 2
Cc1ccc(C(=O)OCC(=O)Nc2sc3c(c2C#N)CCC3)cc1 | 3 | 0.93 | 6 | 0 | -0.063 | 97 | 98 | 1 | 0 | -6
O=c1[nH]c(-c2ccc(Cl)cc2)cs1 | 5 | 1.4 | -1 | -2 | -1.6 | 94 | 102 | 1 | 5 | 1
COCCNC(=S)Nc1ccc2nsnc2c1 | -5 | 1.3 | -3 | -2 | -0.72 | 105 | 91 | 1 | 9 | 3
COc1ccccc1NC(C)C(=O)Nc1ccc(C(C)=O)cc1 (configuration not stated) | 2 | 1.1 | -14 | -2 | nt | 98 | 96 | 1 | 7 | 14
CCCn1c(SCC(=O)NCc2ccco2)nnc1-c1ccncc1 | 3 | 0.92 | -2 | -3 | 0.14 | 96 | 97 | 1 | 8 | 2
CN(C1CCCC1)C1CCN(C(=O)CNC(=O)/C=C/c2ccc(F)cc2)CC1 | -16 | 1.4 | 16 | 2 | 0.48 | 114 | 102 | 1 | -2 | -16
O=c1c2cc(NC(=S)NCCN3CCCCCC3)ccc2nc2n1CCCCC2 | -14 | 1.1 | -5 | -1 | -0.74 | 111 | 105 | 1 | 2 | 5
Cc1ccc(S(=O)(=O)N(C)CC(=O)N2CCCC2)cc1 | 0 | 1.3 | 10 | -6 | 0.92 | 100 | 103 | 1.1 | 0 | -10
O=C(NC(Cc1c[nH]c2ccccc12)C(=O)O)c1ccc(Br)cc1 (configuration not stated) | -3 | 1.2 | -3 | -3 | 0.067 | 101 | 97 | 1 | 4 | 3
COc1cc(CN(C(=S)NCC(=O)NC2CC2)C2CCCC2)cc(OC)c1OC | 9 | 1.2 | 0 | -4 | 0.23 | 92 | 102 | 1 | 2 | 0
CCC(C)n1c(S(=O)(=O)O)nc2ccccc21 (configuration not stated) | 4 | 1.6 | -4 | -6 | -0.034 | 96 | 100 | 1.1 | -4 | 4
CCN(C(=O)c1ccc(Br)cc1)c1ccccc1 | 12 | 1.2 | 8 | -4 | 0.72 | 87 | 100 | 1 | 3 | -8
CC1=NN(c2ccccc2)C(=O)/C1=C/c1cc(C)n(C2CC2)c1C | 4 | 1.3 | 23 | 36 | -0.34 | 93 | 96 | 0.6 | 10 | -23
CCOc1ccccc1C(=O)Nc1cccc(-c2nnc(-c3ccccc3)o2)c1 | -2 | 0.84 | 4 | -4 | nt | 102 | 91 | 1 | 14 | -4
CS(=O)(=O)N(CC(=O)NCc1ccc(Cl)cc1)C1CCCCC1 | -5 | 0.99 | -3 | -6 | 0.23 | 109 | 97 | 1.1 | 6 | 3
COc1cccc(OC)c1C(=O)Nc1ccc(N2CCCCC2)cc1 | 0 | 0.92 | -5 | -8 | -0.42 | 103 | 115 | 1.1 | -18 | 5
COc1ccc(N2CCN(C(=S)Nc3cc(C)ccc3C)CC2)cc1 | -1 | 1 | 11 | -5 | nt | 101 | 99 | 1.1 | 4 | -11
COc1ccc(C(=O)/C=C/c2ccc(O)cc2)cc1 | -9 | 3.6* | 12 | 55* | nt | 107 | nt | 0.4 | nt | -12
Cc1cc(-c2n[nH]c(=S)n2/N=C/C(Br)=C/c2ccccc2)n[nH]1 | 7 | 1.9 | -84 | -2 | nt | 94 | 100 | 1 | 2 | 84*
CCOC(=O)c1nnc(-c2ccccc2)nc1Oc1ccccc1Cl | 8 | 1.6 | -8 | -1 | nt | 92 | 105 | 1 | 0 | 8
COCc1cc(/C=N\NC(=O)COc2ccc(Cl)cc2)ccc1OC | -4 | 1.2 | -10 | -1 | nt | 103 | 104 | 1 | -2 | 10
CC1(C)COC(c2cccc(C3=NC(C)(C)CO3)n2)=N1 | -1 | 1.1 | -11 | -4 | nt | 101 | 103 | 1 | -1 | 11
COC(=O)CNC(=O)c1cc(OC)cc(OC)c1 | -4 | 0.93 | 7 | -3 | -0.95 | 104 | 106 | 1 | -4 | -7
O=C(COc1ccc(N2CC(C(=O)O)CC2=O)cc1)Nc1cccc(C(F)(F)F)c1 (configuration not stated) | 3 | 1.1 | 1 | -10 | 0.22 | 92 | 99 | 1.1 | 5 | -1
NNC(=O)c1ccc(COc2ccc3c(c2)CCC3)cc1 | -22 | 1.3 | 6 | 0 | nt | 120 | 103 | 1 | 2 | -6
CCC(=O)N(Cc1ccco1)Cc1cc2cccc(C)c2n2nnnc12 | 0 | 1.1 | 17 | -6 | -0.45 | 100 | 101 | 1.1 | 0 | -17
COc1cccc(Nc2ccc(Nc3cccc(OC)c3)nn2)c1 | -3 | 1.1 | 12 | 4 | nt | 102 | 101 | 1 | -7 | -12
Cc1ccc(Cn2c(S(=O)(=O)O)nc3ccccc32)cc1 | -2 | 1.1 | 5 | -4 | nt | 102 | 108 | 1 | -9 | -5
CCN(CC)S(=O)(=O)c1ccc2oc(C(=O)NCC3COc4ccccc4O3)c(C)c2c1 (configuration not stated) | 10 | 0.32 | 14 | 0 | nt | 92 | 89 | 1 | 17 | -14
CCCCC1CCC(C(=O)NC2CCS(=O)(=O)C2)CC1 (configuration not stated) | 8 | 1.2 | 3 | -5 | -0.14 | 99 | 99 | 1 | 2 | -3
CCOc1ccc(C(=O)Nc2cccc(-c3nc4cccnc4o3)c2)cc1Cl | 6 | 0.8 | -4 | -7 | nt | 95 | 103 | 1.1 | 2 | 4
CCCn1c(SCC(=O)NC(=O)Nc2ccc(C)cc2C)n[nH]c1=O | -1 | 1 | 9 | 0 | 0.7 | 101 | 91 | 1 | 19 | -9
CCC(C)c1ccc(NC(=S)Nc2ccc(OC)cc2)cc1 (configuration not stated) | 4 | 1.4 | -13 | -3 | nt | 97 | 98 | 1 | 7 | 13
COCCCNC(=O)CCCn1c(=O)[nH]c2ccccc2c1=O | 1 | 0.99 | -6 | -8 | -0.27 | 99 | 98 | 1.1 | 6 | 6
Cc1nnc(N2C(=O)c3oc4ccccc4c(=O)c3C2c2ccco2)s1 (configuration not stated) | -5 | 1.2 | 6 | 0 | nt | 102 | 96 | 1 | 4 | -6
CNC(=O)C(NC(=O)CNC(=O)c1ccc(Cl)cc1)C(C)(C)C (configuration not stated) | -6 | 1.1 | -9 | -7 | -0.049 | 103 | 102 | 1.1 | 4 | 9
CCn1nc(C(=O)OCC(=O)NCCN2C(=O)CSC2=O)c2ccccc2c1=O | -5 | 1.2 | -3 | -4 | -0.15 | 104 | 97 | 1 | 6 | 4
O=C(COC(=O)c1cccc([N+](=O)[O-])c1)NCC1CCCO1 (configuration not stated) | -6 | 0.92 | 4 | 0 | 0.53 | 105 | 106 | 1 | -1 | -4
CCCc1nnc(NC(=O)CN2C(=O)C3C4C=CC(C4)C3C2=O)s1 (configuration not stated) | 18 | 1.1 | 8 | -4 | nt | 83 | 97 | 1 | 8 | -8
COc1cc(/C=C2\SC(=O)N(CCNC(=O)c3cnc(C)cn3)C2=O)cc(OC)c1OC | 3 | 0.61 | -2 | -5 | -0.86 | 97 | 83 | 1.1 | 23 | 2

Compound activity as filed in PubChem BioAssay.

Random draw from the library. About 7.1% of those tested had a hit in this group.
